High-throughput results (PubChem BioAssay)
MRP resist rev – reversal of MRP1-mediated doxorubicin resistance, primary screen, H69AR cells, doxorubicin co-treatment; H69AR cells + 2 uM doxorubicin, CellTiter-Glo, 72 h; differential viability (reversal), % at 10 µM; 0.04% of 85,000 active;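 active = viability drop by adding the cancer drug above about 55%, with treated viability meeting a 40% cutoff, limit read from the data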;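 also: viability without doxorubicin minus viability with 2 µM doxorubicin for each compound; larger differential means the compound sensitizes cells more to doxorubicin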
Bcl-B TR3 displacers – displacers of TR3 peptide from Bcl-B, primary screen, selectivity assay for Bfl-1 inhibitor project, biochemical, fluorescence polarization; FP displacement of FITC-TR3 peptide from Bcl-B; higher % means a stronger effect; displacement, % at 20 µM; hits with a dose series show IC50 in µM; 0.11% of 96,000 active; AID 748, 2007;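 active = displacement above 50% at 20 µM plus a fluorescence interference ratio under 1.5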;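 also: plate controls were wells without compound for no effect and wells lacking Bcl-B protein for full effect; a part of the inactive calls stands beside numbers as strong as those of hits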
PLAP inhibition – PLAP enzyme inhibitors, biochemical, luminescence, HTS (AID 690); Alkaline phosphatase, placental type (Homo sapiens); purified PLAP, luminescent substrate; higher % means a stronger effect; one-dose inhibition, % at 20 µM; IC50 in µM for titrated hits; 0.08% of 96,000 active; in the data active = a potency from the dose series; inactive = the rest, 99 in 100 with inhibition below about 30%; also: strong numbers were not always called active
IL1B NFkB inh – inhibitors of IL-1B driven NFkB p65 nuclear import, primary screen, imaging, HUVEC, IL-1B stimulus, high-content imaging; HUVEC IL-1B NFkB p65 nuclear translocation imaging; inhibition, % at 2 µM; 0.43% of 94,000 active;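 active = inhibition above about 30% together with a positive call from visual inspection of the well image, limit read from the data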;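 also: nuclear over cytoplasmic p65 intensity ratio measured by imaging; 0% = IL-1B stimulated DMSO wells and 100% = unstimulated DMSO wells; values of inactives mirror those of a sister screen read the other way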
IL1B NFkB pot – enhancers of NFkB p65 translocation in HUVEC – imaging, IL-1B stimulus, high-content imaging, primary screen; HUVEC IL-1B NFkB p65 nuclear translocation imaging; activation, % at 2 µM; 0.3% of 94,000 active;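 active = activation above 40%, about the mean plus 3 SD, also judged a hit on visual image review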;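 also: percent activation is computed from the nuclear over cytoplasmic p65 intensity ratio; values of inactives mirror those of a sister screen read the other way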
MRP resist rev cytotoxicity – second read-out of MRP resist rev, no call of its own (marks repeat the call); viability, %; H69AR cells, CellTiter-Glo, 72 h; measured here: cytotoxicity without doxorubicin
MRP resist rev with doxorubicin – second read-out of MRP resist rev, no call of its own (marks repeat the call); viability, %; measured here: viability with 2 uM doxorubicin; hits give low values
IL1B NFkB inh cell count 2 µM – second read-out of IL1B NFkB inh, no call of its own (marks repeat the call); cell count; measured here: cells passing quality filter;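 raw number of nuclei counted in each imaged well without normalization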
IL1B NFkB pot cell count 2 µM – further read-out of IL1B NFkB pot, marked with its call; cell count; measured here: cells passing quality filter
An asterisk follows results filed as active; / = no result given.

SMILES	MRP resist rev	MRP resist rev cytotoxicity	MRP resist rev with doxorubicin	Bcl-B TR3 displacers	PLAP inhibition	IL1B NFkB inh	IL1B NFkB inh cell count 2 µM	IL1B NFkB pot	IL1B NFkB pot cell count 2 µM
CCn1c(O)c(/C=N/N=C/c2ccccc2)c2ccc(C3=NNC(=O)CC3)cc21	-22	48	71	-138%	-16%	0	214	0	214
COC(=O)CSc1nnc(CNC(=O)c2ccccc2OC)n1C	9	85	75	7%	-7%	4	203	-4	203
Cn1c(=O)[nH]c(=O)c2c1nc(NC1CCCCC1)n2CC(=O)NC1CCCCC1	/	/	/	-10%	15%	7	128	-7	128
CCSCCOC(=O)C1=C(C)NC(=O)NC1c1cccc(OC)c1OC (configuration not stated)	9	95	86	-8%	-10%	-2	113	2	113
CCOc1ccc(OCC)c(NC(=O)C2CCCN(S(=O)(=O)c3c(C)n[nH]c3C)C2)c1 (configuration not stated)	-14	56	71	8%	-97%	1	191	-1	191
C(=N\n1cnnc1)/c1nc2ccccc2[nH]1	/	/	/	-10%	12%	-2	170	2	170
CCNC(=O)n1nccc1C(C)Oc1ccccc1 (configuration not stated)	/	/	/	-7%	19%	16	169	-16	169
Cc1cc(C)nc(N2CCC(C(=O)NCc3cccc(C(F)(F)F)c3)CC2)n1	8	101	93	-6%	14%	2	97	-2	97
COC(=O)[C@H](CCSC)NC(=O)NCCc1ccccc1F	1	92	91	-5%	-1%	-6	193	6	193
CCc1nc2ccccc2c(C(=O)OCc2nnc(-c3ccccc3)o2)c1C	/	/	/	-10%	-17%	-4	175	4	175
COCCCNC(=O)C(=O)NCCCOC(C)C	/	/	/	0%	13%	9	123	-9	123
CCOC(=O)Nc1c(C)n(C)n(-c2ccccc2)c1=O	14	93	78	2%	9%	/	/	/	/
CCOC(=O)C1C(C)N=C2SCC(=O)N2C1c1cccc(Br)c1 (configuration not stated)	12	89	77	0%	-62%	/	/	/	/
COc1cc(C2C(C(C)=O)=C(O)C(=O)N2CCN2CCOCC2)ccc1O (configuration not stated)	14	100	86	8%	7%	/	/	/	/
COc1ccc(C2CC(=O)c3cnc(NC(=O)c4ccccc4)nc3C2)cc1OC (configuration not stated)	6	77	71	-1%	6%	/	/	/	/
O=C(NCC(c1cccnc1)N1CCOCC1)Nc1ccccc1 (configuration not stated)	0	96	96	-4%	13%	/	/	/	/
CC1CN(Cc2nc3c(c(=O)[nH]c(=O)n3C)n2CCN2CCOCC2)CC(C)O1 (configuration not stated)	-2	87	89	3%	12%	-3	180	3	180
CCCN1CCC2(CC1)C(C#N)=C(N)Oc1c2sc2nc(C)cc(C)c12	/	/	/	-54%	-66%	-3	101	3	101
COc1ccc(C2C3=C(CC(c4ccco4)CC3=O)Nc3ccccc3N2C(C)=O)cc1 (configuration not stated)	8	95	87	-6%	-63%	-25	168	25	168
CCCCOc1ccc(C2(C)CC(=O)NC2=O)cc1 (configuration not stated)	5	83	79	-1%	-27%	/	/	/	/
CC(=O)Cc1nsc(NC(=O)c2ccc(-c3ccc(Cl)c(C(F)(F)F)c3)o2)n1	5	99	94	-8%	18%	/	/	/	/
O=C1NC(=O)c2cc(NC(=O)C3CCCO3)ccc21 (configuration not stated)	5	101	96	-5%	19%	-11	151	11	151
COc1ccc(C(=O)CC(c2ccccc2)C2C(=O)CCCC2=O)cc1 (configuration not stated)	11	96	85	20%	-29%	-35	218	35	218
CCN(CC)c1ccc(NC(=O)c2nc3nc(C)cc(C(F)F)n3n2)cc1	0	89	89	3%	0%	11	48	-11	48
O=C(COC(=O)c1ccccc1)Nc1ccccc1N1CCOCC1	18	84	65	/	/	-25	127	25	127
O=C(O)c1ccccc1-c1ccccc1C(=O)Nc1ccccc1	/	/	/	10%	-13%	4	139	-4	139
Cc1c(NS(=O)(=O)CC23CCC(CC2=O)C3(C)C)c(=O)n(-c2ccccc2)n1C (configuration not stated)	-2	99	101	-8%	3%	-24	148	24	148
O=C(NC1CCCCC1)C1CC(=O)N(CCc2ccccc2)C1 (configuration not stated)	-12	104	115	-1%	-14%	-21	172	21	172
COc1ccc(OC)c2[nH]c(C(=O)O)cc12	-2	92	94	/	/	-1	109	1	109
c1ccc(-c2nn3c(C4COc5ccccc5O4)nnc3s2)cc1 (configuration not stated)	17	79	61	/	/	-4	161	4	161
Cc1nccn1CC(=O)O	15	104	89	0%	15%	/	/	/	/
COc1ccc(C(=O)CSc2nnc(Cc3ccccc3)o2)cc1	12	90	78	-2%	10%	6	160	-6	160
CC(C)C[C@H](N)c1nnc(S(=O)(=O)Cc2cccc(F)c2)o1	/	/	/	-5%	-26%	11	99	-11	99
Cc1ccc2nc(-c3ccc(SCC(=O)Nc4cc(C)on4)nc3)[nH]c2c1	-18	11	29	9%	-3%	8	120	-7	120
CCCCOc1ccc(C(=O)Nn2cnnc2)cc1	14	98	84	5%	-5%	1	132	-1	132
CCN(CC)C(=O)C1CCCN(c2ccc([N+](=O)[O-])cc2/C=N/NC(=O)c2ccc([N+](=O)[O-])cc2)C1 (configuration not stated)	/	/	/	3%	-22%	-10	146	10	146
CCc1nc2oc3ccccc3c(=O)c2c(=O)n1Cc1ccccc1	2	99	97	-5%	38%	4	74	-4	74
O=C1CC(N2CCCCCC2)C(=O)N1c1ccc2c(c1)OCO2 (configuration not stated)	-5	89	94	-6%	-86%	2	154	-2	154
CC(c1ccccc1)C1NC(C(=O)O)CS1 (configuration not stated)	-10	100	110	-6%	2%	-11	141	11	141
CC1CCN(CCn2c(=S)[nH]c3ncccc3c2=O)CC1	16	83	67	/	/	-11	122	11	122
Clc1ccc(SCc2cc(-c3ccccc3)on2)cc1	/	/	/	3%	5%	0	109	0	109
Cc1ccccc1NC(=O)OCc1cccnc1Sc1ccc(Cl)cc1	/	/	/	15%	-10%	-8	161	8	161
COC(=O)C(C)Sc1nc2c(c(=O)[nH]c(=O)n2C)n1CCC(C)C (configuration not stated)	8	69	61	/	/	-8	153	8	153
N#CC1=C(N)SC(C(=O)c2ccccc2)C1c1cccs1 (configuration not stated)	-11	86	97	/	/	-14	144	14	144
c1ccc(-c2nnc3ccc(N4CCCC4)nn23)cc1	-7	62	69	-4%	-43%	-15	77	15	77
COCCOC(=O)C1=C(C)NC(=O)N(C(C)=O)C1c1ccc(Cl)cc1 (configuration not stated)	13	103	90	-8%	1%	-2	65	2	65
CN(c1ccccc1C(=O)N1CCN(c2cccc(Cl)c2)CC1)S(C)(=O)=O	-5	75	80	-17%	-59%	/	/	/	/
O=C(Nc1nccs1)C1CCN(S(=O)(=O)c2ccc(Cl)c(C(F)(F)F)c2)CC1	-4	44	48	-9%	7%	19	164	-19	164
CCCC(=O)Nc1ccc(C(=O)O)cc1NC(=O)CCC	5	93	88	-4%	-3%	0	142	0	142
CCNC(=O)CSc1nnc(-c2ccc(OC)cc2)n1CC(C)C	-4	101	104	-2%	-7%	4	132	-4	132
CCN(c1ccccc1)S(=O)(=O)c1ccc(N)c(OC)c1	-19	17	36	6%	-25%	-15	163	15	163
CC(=O)N=C1SC2CS(=O)(=O)CC2N1c1cccc(Cl)c1Cl (configuration not stated)	12	93	81	5%	4%	-12	133	12	133
CC1CCCN(Cc2nc3c(c(=O)n(C)c(=O)n3C)n2Cc2c(F)cccc2Cl)C1 (configuration not stated)	29	77	48	-2%	-55%	/	/	/	/
O=C(CSCC(=O)OCC(=O)c1ccc(Br)cc1)Nc1cccc2ccccc12	/	/	/	-11%	4%	-6	183	5	183
CCCC(=O)N1CCN(c2ccc(NC(=S)NC(=O)CC)cc2)CC1	/	/	/	-7%	-4%	-23	128	10	153
CCOC(=O)CSc1nnc(-c2cccs2)n1-c1ccccc1	8	88	79	-5%	-14%	-14	115	14	115
CCc1ccc2nc(SCC(=O)N3CCCCC3)c(C#N)cc2c1	-26	51	78	/	/	5	114	-5	114
COCCNC(=O)c1noc2c1CCc1cc(OC)ccc1-2	12	103	91	-2%	-8%	/	/	/	/
O=C(COc1cccc(NC(=O)c2cccc([N+](=O)[O-])c2)c1)c1ccc(Br)cc1	/	/	/	3%	22%	10	148	-10	148
Cc1ccc(C(=O)NC(C)c2ccccc2)o1 (configuration not stated)	13	105	93	/	/	-5	120	5	120
(listing goes on)
SMILES	MRP resist rev	MRP resist rev cytotoxicity	MRP resist rev with doxorubicin	Bcl-B TR3 displacers	PLAP inhibition	IL1B NFkB inh	IL1B NFkB inh cell count 2 µM	IL1B NFkB pot	IL1B NFkB pot cell count 2 µM
CCCCn1nnnc1NCc1cccnc1	7	98	92	-4%	20%	-26	113	26	113
O=C1c2ccccc2C(=O)N1CC#CCN1CCN(C2CCCCC2)CC1	-5	92	97	/	-53%	-18	132	18	132
COc1ccc(C2C(C#N)=C(C)NC3=C2C(=O)CC(C)(C)C3)c(OC)c1 (configuration not stated)	29	98	68	0%	-1%	3	150	-3	150
Cc1ccccc1NC(=O)c1cccc(OCc2c(C)noc2C)c1	1	79	78	0%	23%	-22	144	22	144
Cc1oc2c(CN3CCCC3)c(O)ccc2c(=O)c1-c1ccc(Cl)cc1	7	91	84	-18%	-18%	0	107	0	107
CCC(Oc1ccccc1)C(=O)N1CCN(c2ccccn2)CC1 (configuration not stated)	-10	83	93	1%	-15%	25	75	-25	75

An excerpt (hit frequency here may not be typical).
